H9c2 TAG inh = inhibitors of triacylglycerol accumulation, primary screen, cell-based, uHTS, fluorescence, H9c2; inhibition, % at 12.5 µM; 230,000 compounds, 0.66% hits; H9c2 cells, Nile Red lipid (TAG) fluorescence; cells loaded with 200 µM oleic acid;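 active = pattern-corrected inhibition of lipid staining of at least 50% with the nuclear-stain viability signal not falling by more than 50%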;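 note: 0% = DMSO wells and 100% = triacsin C control wells; some results filed as inactive read as strong as hits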
H9c2 TAG inh DAPI viability = also measured in H9c2 TAG inh; calls as there; DAPI nuclei signal change (viability), lower = more cytotoxic, %;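 whole-well DAPI fluorescence read on a plate reader as a viability signal; minus 50 percent equals half of cells still viable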
* hit, by the source's call.

smiles	H9c2 TAG inh	H9c2 TAG inh DAPI viability
CC1=Nc2ccc(Br)cc2C(c2ccccc2)N1CC(=O)O (stereo not given)	-31	13
CC(O)(c1cccnc1)c1nc(-c2cccc(C#N)c2)cs1 (stereo not given)	0	-6
COc1cccc(CNC(=O)c2ccc(CS(=O)Cc3ccccc3Cl)o2)c1 (stereo not given)	-9	-8
CCOc1ccc(N(CC(=O)Nc2cccc(OC)c2)S(C)(=O)=O)cc1	-3	-1
COc1ccc(C(C)(C)C)cc1NC(=O)COC(=O)c1nc2nccc(C)n2n1	-2	5
CC(Sc1nc(NCc2ccccc2)nc(N2CCOCC2)n1)C(=O)Nc1ccccc1 (stereo not given)	70*	-0.1*
CC(=O)N1CCC(C(=O)Nc2cc(C)cc(C)c2)CC1	0	-3
CC(=O)c1ccc(S(=O)(=O)N2CCC(NC(=O)Nc3cccc(F)c3)CC2)cc1	1	5
C=CCOC(=O)C1=C(C)NC(SCC(=O)OCC)=C(C#N)C1c1ccc(C)cc1 (stereo not given)	-15	7
CCCc1nnc(NC(=O)CCC(=O)N2CCN(CCOc3ccc(C)cc3)CC2)s1	0	-2
O=C(c1ccco1)N1CCN(C(=O)c2cn(-c3ccccc3)nc2-c2ccccc2)CC1	-18	-7
Cc1[nH]c2ccccc2c1/C=N/NC(=O)CNC(=O)c1cccs1	1	9
Cn1c(N)c(C(=O)CSc2nnc(C3CC3)n2-c2ccccc2)c(=O)n(C)c1=O	-14	2
O=C(CSc1nc2ccccc2[nH]1)c1ccc2c(c1)OCO2	-22	-2
COc1ccc(C(=O)NCCS(=O)(=O)N2CCN(Cc3ccccc3)CC2)cc1	2	3
COC(=O)CNc1nc(Cl)nc(Nc2ccc(C)cc2)n1	9	-19
Cc1cc(C(=O)OCC(=O)N2c3ccccc3CC2C)c(C)o1 (stereo not given)	-7	-2
COCN(C#N)c1nc(N(C)C)nc(N(C)C)n1	-14	-10
COc1ccc(-c2csc(C(O)c3ccc(F)c(F)c3)n2)cc1 (stereo not given)	-30	3
Cc1cccc(OCCOC(=O)CN2C(=O)NC3(CCCC3)C2=O)c1	7	-8
CCOC(=O)c1[nH]cnc1C(=O)Nc1ccccc1C	-5	1
COc1ccc(-n2cc(CN(C)C3CCOCC3)c(-c3cccc(F)c3)n2)cc1	12	6
Cc1cc(C(=O)COC(=O)C2=NNC(=O)CC2)c(C)n1-c1ccc(OC(F)F)cc1	-7	-2
Oc1ccc(C[C@@H]2CNCCN2CC2(c3ccccc3)CC2)cc1	6	-5
COc1cc2[nH]c(=O)n(CCCC(=O)N3CC=C(c4ccccc4)CC3)c(=O)c2cc1OC	44	4
O=C(Cc1ccsc1)Nc1ccc(Cl)cc1Cl	-11	7
CCCc1cc(NCCCO)n2c(nc3ccccc32)c1C#N	0	20
O=C(CSc1nnc(NC(=O)c2ccccc2)s1)NCc1ccco1	6	7
COc1ccc(-c2noc(CCC(=O)Nc3cccnc3)n2)cc1OC	-9	-12
O=C(Cc1cccs1)Nc1cccc(-c2nnc(-c3ccco3)o2)c1	-7	1
O=C1Nc2ccccc2C(O)(C(=O)NCc2ccco2)N1c1ccc(Cl)c(Cl)c1 (stereo not given)	-18	4
CCCc1c(C)c2ccccc2[nH]c1=O	6	-4
CC(C)CNc1nc(NC(C)(C)C)nc(Oc2ccc(=O)[nH]n2)n1	18	-4
CCOC(=O)C1CCCN(C(=O)c2cc(COc3ccc(C)nc3)on2)C1 (stereo not given)	-5	2
CCN1C[C@@H]2[C@@H]3C(=O)N(C)C(=O)[C@@H]3[C@](CC)(C(=O)OC)N2C1=NCc1ccccc1	1	-2
COCCn1c(C)cc(C(=O)CSc2nc3ccccc3o2)c1C	-15	3
CCCN(CCO)CCCc1ccccc1	2	-2
O=C(CSc1ccc2nnc(-c3ccccn3)n2n1)Nc1ccc2c(c1)OCCO2	-8	-8
COc1ccc(-c2nn(-c3ccccc3)cc2CO)cc1	-12	3
O=C(O)c1cc([N+](=O)[O-])ccc1NCc1ccccn1	4	-2
O=C(CCSc1ccccc1)NNC(=O)c1ccccc1F	-12	3
Cc1cc(SCC(=O)N2CCN(C(=O)c3ccco3)CC2)c(C)cc1Br	6	-6
CCCC1=NN(C(=O)Cc2ccc([N+](=O)[O-])cc2)C(O)(C(F)(F)F)C1 (stereo not given)	12	-11
COCOCCn1cc(CN2CCS(=O)(=O)N(Cc3ccc(-c4ccncc4)cc3)C(CC(C)C)C2=O)nn1 (stereo not given)	8	0
O=S(=O)(Oc1ccc(C(=S)N2CCOCC2)cc1)c1ccc(Cl)cc1	-25	15
COc1ccc(OC)c(-n2c(=S)[nH]c3c(sc(=S)n3-c3ccccc3)c2=O)c1	-16	17
O=C(Nc1ccccc1C(=O)NCC1CCCO1)c1ccc(Cl)cc1Cl (stereo not given)	23	-6
Cc1cc(/C=C2/NC(=O)NC2=O)c(C)n1-c1ccncc1	2	-3
COc1ccc(C(=O)NCCSc2ccccc2)cc1OC	-3	-8
COc1ccc(NC(=O)Cn2c(=O)sc3ccccc32)cc1	-11	-5
CC1CN=C(c2ccccc2)O1 (stereo not given)	4	-3
O=C(Cn1cnc2c(OCc3ccccc3)ncnc21)NCc1ccc2[nH]ccc2c1	3	-8
CC(CCc1ccccc1)NC(=O)CCNS(=O)(=O)c1ccccc1C(F)(F)F (stereo not given)	-4	-6
CCOC(=O)CN1CC23C=CC(O2)C(C(=O)NCc2cccs2)C3C1=O (stereo not given)	6	2
O=C(Cc1cccc(Cl)c1)Nc1ccc(Br)cc1	-11	-10
CCOC(=O)Cn1c(C(F)(F)F)nc2nc(Cl)c(Cl)nc21	56	-50

New compounds follow:
smiles	H9c2 TAG inh	H9c2 TAG inh DAPI viability
S=c1[nH]c(-c2ccccc2)cn1/N=C/c1cccc2ccccc12	11	0
Nc1ncnc2c1ncn2[C@@H]1O[C@H](CNS(=O)(=O)c2ccc(-c3ccno3)s2)[C@@H](O)[C@H]1O	4	5
CCN(CC)CCNc1cc(C)nc2c1C(=O)C(=O)C=C2N1CCCCC1	82*	-45*
CCC(C(=O)Nc1ccsc1C(=O)OC)c1ccccc1 (stereo not given)	-9	0
COc1cc(CN2CCN(Cc3c[nH]c4ccccc34)CC2CCO)cc(OC)c1 (stereo not given)	3	14
C[C@@H]1CNC(=O)c2c(C(=O)N[C@H](C)c3ccccc3)ncn21	-6	-6
COc1ccc(-c2csc(-n3ncc(-c4ccccn4)c3N)n2)cc1	-12	4
CC(Cc1ccccc1)C(=O)NCc1nc2ccccc2s1 (stereo not given)	2	-19
O=c1c([N+](=O)[O-])c(N2CCCCC2)c2ccccc2n1-c1ccccc1	4	6
COc1ccc(C2CC(c3c(O)cc(C)oc3=O)=NCCS2)c(OC)c1 (stereo not given)	43	-9
Cc1ccccc1NC(=O)C(C)O/N=C/c1cccc([N+](=O)[O-])c1 (stereo not given)	-8	-1
CN(C(=O)COC(=O)C1CCN(S(=O)(=O)c2ccc(Cl)cc2)CC1)C1CCS(=O)(=O)C1 (stereo not given)	-22	3
Cc1cccc(C)c1NC(=O)COC(=O)C1CC(=O)N(Cc2ccccc2)C1 (stereo not given)	-1	5
CCOC(=O)C1C(=O)NC(N2CCCCC2)=NC1C(C)C (stereo not given)	-7	10
Cc1ccccc1OCC(O)CNC1CCCC1 (stereo not given)	-1	4
O=C(C1CCN(S(=O)(=O)c2cccs2)CC1)N1CCCCC1	-19	7
Cc1cccc(OCC(=O)Nc2ccncc2)c1	-10	9
O=C(/C=C/c1cccs1)N1CCOCC1	-18	16
Cc1nc(N)nc(N)c1-c1ccc([N+](=O)[O-])cc1	0	4
Cc1ccc(NC(=O)C(C)Sc2nnc3ccccn23)cc1 (stereo not given)	16	3
COc1ccc(S(=O)(=O)N2CCCCCC2)cc1C(=O)N(C)Cc1ccc(C(C)(C)C)cc1	-9	5
CCc1ccccc1NC(=O)CN(C)S(=O)(=O)c1ccc2c(c1)c(=O)n(C)c(=O)n2C	-1	-1
CCOc1cc(C(=O)Nc2cccc(C(C)=O)c2)ccc1OCC(=O)N1CCCCC1	8	4
Cc1ccc(C)c(C(=O)CCC(=O)OCn2nnc3ccccc3c2=O)c1	-9	-4
CC(=O)O[C@H]1[C@H](O)[C@H](Oc2c(O)c(C)c3c4c2[C@@H](C)CC[C@@H]4[C@@H](C)C[C@H]3C=C(C)C)O[C@@H](C)[C@H]1O	3	-16
O=C1NC(c2ccccc2)C(C(=O)c2cccs2)=C1O (stereo not given)	2	2
CC1CC(C)(C)NC(=S)N1CC(=O)NCc1ccc2c(c1)OCO2 (stereo not given)	-7	3
c1ccc(CSc2ccc(-c3cccnc3)nn2)nc1	1	11
Cc1ccc(C(=O)Nc2onc(C)c2C#N)cc1	-3	16
C=C[C@](C)(CC[C@@]1(C)C(C)CC(OC2OC(C)C(OC3OC(COC(C)=O)C(O)C(O)C3O)C(O)C2O)[C@@]2(C)C(C)=CCCC12)OC1OC(C)C(O[C@@H]2O[C@@H](C)C(O)C(O)[C@H]2O)C(O)C1O (stereo not given in full)	5	3
COc1ccccc1N1CCN(C2CCCN(Cc3ccccc3OCCO)C2)CC1 (stereo not given)	8	-9
O=S(=O)(NC(=S)Nc1ccccc1)c1ccc(F)cc1	9	-9
C[C@H]1CCC[C@]2(O[C@@H](CCO)C[C@@H](O)[C@@H]2O)O1	-7	-1
O=C(/C=C/c1ccc2ccccc2n1)N1CCN(S(=O)(=O)c2ccc(F)cc2)CC1	-1	9
Cc1ccc(S(=O)(=O)N2CCN(C(=O)c3ccnn3C)CC2)cc1C	6	-4
CSC1=NS(=O)(=O)c2c(C)nn(C)c2S1	-3	-4
Cc1ccc2c(c1)C(c1ccccc1)CC(=O)O2 (stereo not given)	-5	5
Cc1ccc(NC(=O)CSc2nnc(Cc3ccccc3)c(=O)[nH]2)c(C)c1	4	-3
CCCCc1nnc(NC(=O)c2nc3nccc(C)n3n2)s1	-6	-4
O=C(NC(C(=O)N/N=C/c1ccccn1)c1n[nH]c(=O)c2ccccc12)c1ccccc1 (stereo not given)	4	-3

A portion of the results above:
smiles	H9c2 TAG inh	H9c2 TAG inh DAPI viability
C[C@H]1CCC[C@]2(O[C@@H](CCO)C[C@@H](O)[C@@H]2O)O1	-7	-1
O=C(/C=C/c1ccc2ccccc2n1)N1CCN(S(=O)(=O)c2ccc(F)cc2)CC1	-1	9
Cc1ccc(S(=O)(=O)N2CCN(C(=O)c3ccnn3C)CC2)cc1C	6	-4

Further structures follow.
smiles	H9c2 TAG inh	H9c2 TAG inh DAPI viability
CC1=C(C(=O)Nc2cccnc2)C(c2ccc3c(c2)OCO3)C2=C(CCCC2=O)N1 (stereo not given)	-3	14
O=C(Nc1ccccc1F)c1c[nH]c(=O)[nH]c1=O	6	0
O=C(Cc1ccc(Cl)cc1)Nc1ccccc1C(=O)N1CCCC1	-2	-5
O=C(Nc1nc(-c2ccccc2)cs1)c1ccc2c(=O)n3c(nc2c1)CCCCC3	22	2
CCC(Sc1ccc(C(=O)O)cc1)C(=O)O (stereo not given)	23	3
O=C(Cc1csc(-c2ccc(F)cc2)n1)Nc1cccc(S(=O)(=O)NC2=NCCC2)c1	-12	5
CO/N=C\CC(=O)Nc1ccc(Oc2ccccc2)cc1	61*	-43*
C=CCNC(=O)c1ccc2c3n(nc2c1)-c1ccc(Cl)cc1CO3	-14	-2

Compound profiles, from the list above. Order of screens: H9c2 TAG inh | H9c2 TAG inh DAPI viability
COc1cc2[nH]c(=O)n(CCCC(=O)N3CC=C(c4ccccc4)CC3)c(=O)c2cc1OC as listed: 44 | 4
CC1=C(C(=O)Nc2cccnc2)C(c2ccc3c(c2)OCO3)C2=C(CCCC2=O)N1 (stereo not given) as listed: -3 | 14
S=c1[nH]c(-c2ccccc2)cn1/N=C/c1cccc2ccccc12 as listed: 11 | 0
Cc1[nH]c2ccccc2c1/C=N/NC(=O)CNC(=O)c1cccs1 as listed: 1 | 9

Later entries.
smiles	H9c2 TAG inh	H9c2 TAG inh DAPI viability
O/N=C/c1cn(-c2ccccc2)nc1-c1cccnc1	2	-4
CC(=O)Nc1ccc(SC(C)C(=O)NC(N)=O)cc1 (stereo not given)	5	9
Cc1ccc(CSc2nnc(SCC(=O)N/N=C/c3c[nH]c4ccccc34)s2)cc1	3	12
CN(C(=O)COC(=O)CNC(=O)C12CC3CC(CC(C3)C1)C2)c1ccccc1	1	-4
CC(C(=O)OCn1nnc2ccccc2c1=O)N1C(=O)c2ccccc2C1=O (stereo not given)	4	-2
COc1ccc(CNC(=O)CCC(=O)Nc2cccnc2)cc1	-3	-2
COc1cccc(/C(N)=N/OC(=O)Cc2ccccc2[N+](=O)[O-])c1	4	0
Clc1cccc(NCc2cn3cccnc3n2)c1	3	-1
COc1cccc(N(CC(=O)NC(C)c2ccccc2)S(C)(=O)=O)c1 (stereo not given)	7	-2
O=C(Nc1ccccc1)N1CCN(S(=O)(=O)c2ccccc2)CC1	19	-12
CC(Sc1nnc(C2CC2)n1C1CC1)C(=O)c1ccc(Br)cc1 (stereo not given)	-6	11
CCCCCCCC(=O)NNC(=O)c1c(O)c2ccccc2n(CCC)c1=O	-2	-15
Cc1cc(C)c2nc3c(c(C(=O)O)c2c1)CCC3	0	-3
Cc1ccc(-n2nnnc2SCC(=O)N(CC(C)C)c2c(N)n(CC(C)C)c(=O)[nH]c2=O)cc1	9	-3
COc1cc(CC(=O)N2CCN(S(=O)(=O)c3ccc(C)cc3)CC2)cc(OC)c1OC	-1	-5
CN(C)S(=O)(=O)c1ccc(N2CCCC2)c(C(=O)Nc2ccccc2OC(F)F)c1	-4	-3

Assay outcomes as filed in PubChem.

A portion of the library (hit frequency here may not be typical).
